# High-throughput results deposited in PubChem BioAssay by The Scripps Research Institute Molecular Screening Center.
# SRC3 TRFRET art: counter-screen for PPARgamma SRC-3 recruitment agonists: TR-FRET artefact. PPARgamma/SRC-3 format; active compounds read high. TR-FRET ratio at 8 µM. 0.39% of 99,000 active. AID 1048; in the data active = TR-FRET ratio above about 2000; also: inactives centre near 1600; reference of the scale not given here
# SRC1 TRFRET art: flags TR-FRET format artefacts in PPARgamma SRC-1 recruitment agonist screen; TR-FRET ratio at 8 µM; AID 1051; TR-FRET detection artefact counter-screen, emission ratio; active compounds read high; 0.34% of 99,000 active; in the data active = TR-FRET ratio above about 2300; also: inactives centre near 1800; reference of the scale not given here
# An asterisk follows results filed as active. A portion of the library (hit frequency here may not be typical).
SMILES,SRC3 TRFRET art,SRC1 TRFRET art
O=C(CCC(=O)Nc1cccc2ccccc12)N/N=C/c1ccco1,1696,2051
COc1ccc(OCC(O)CN(C)C(=O)/C=C/c2cccc([N+](=O)[O-])c2)cc1 (centres undefined),1402,1716
Cc1cc(=O)n(C)c2ccccc12,1481,1761
Fc1ccc(C(c2nnnn2C2CCCC2)N2CCN(Cc3ccccc3)CC2)cc1 (centres undefined),1557,1698
CCCCOc1ccc(C(=S)N2CCC(C(N)=O)CC2)cc1,1561,1749
CCN(CC)C(=O)CSc1nc2ccccc2c(=O)n1CC1CCCCC1,1627,1865
CCOc1ccc(C(=O)Nc2cc(C)ccn2)cc1,1528,1821
C#CCOCCOCCOCCNc1nc(N2CCN(C(=O)[C@H](Cc3cc4ccccc4[nH]3)n3cc([C@@H](N)C(C)CC)nn3)CC2)nc(N2CCN(C(=O)[C@H](Cc3cc4ccccc4[nH]3)n3cc([C@@H](N)Cc4ccc(O)cc4)nn3)CC2)n1 (some centres undefined),1567,1776
O=C(CN1C(=O)/C(=C\c2ccccc2Cl)Oc2ccccc21)NCc1cccnc1,1766,2152
COc1ccc(CCNC(=O)COC(=O)c2ccc(N3CCCC3=O)cc2)cc1OC,1591,1771
CCOC(=O)CCCCCN(Cc1ccccc1)S(=O)(=O)c1ccc([N+](=O)[O-])cc1,1615,1663
Cc1ccc(C(=O)C[n+]2cc(Br)cc(Br)c2)cc1[N+](=O)[O-],1779,1593
CC(C)(C)NC(=O)C(=O)N/N=C/c1ccc(F)cc1,1648,1805
CCOC(=O)N1CCN(C(=O)CSc2nnc(COc3ccc(Cl)cc3)o2)CC1,1558,1817
O=C(CNC(c1ccccc1)c1ccccc1)Nc1cc([N+](=O)[O-])ccc1Cl,1407,1744
N=c1oc2ccc3ccccc3c2cc1-c1nc(-c2ccccc2)cs1,1661,1680
COc1ccc(C(CNC(=O)c2ccc(S(=O)(=O)N3CCCC3)cc2)N(C)C)cc1OC (centres undefined),1776,1766
Cc1cccc(OCC(=O)N/N=C/C=C/c2ccco2)c1,1421,2011
CC(CN1CCOCC1)OC(=O)/C=C/c1ccccc1 (centres undefined),1815,2092
CC1(C)Cc2nc3oc4c(N(CCO)Cc5ccccc5)ncnc4c3cc2CO1,1360,1680
COc1ccc(OC)c(C(=O)Cn2c3[n+](c4ccc(C(F)(F)F)cc42)CCCCC3)c1,1736,1741
CCN(CC)S(=O)(=O)c1ccc(OC)c(NC(=O)C2CC(=O)N(c3ccc(C)cc3)C2)c1 (centres undefined),1422,1738
CCOc1ncccc1C(=O)OCC(=O)c1cccc(Br)c1,1614,1783
COc1ccc(S(=O)(=O)Nc2ccccc2Cl)cc1NC(C)=O,1339,1864
CCCCOP(=O)(OCCCC)C(Nc1ccccc1)c1ccc2c(c1)OCO2 (centres undefined),1504,2041
Cc1ccc(NC(=O)CSc2nnc(CN3CCOCC3)n2C)cc1C,1511,1986
Cc1ccc(-n2nc3c(c2NC(=O)/C=C\c2ccc4c(c2)OCO4)CSC3)c(C)c1,1596,1810
O=[N+]([O-])c1ccccc1NCCOc1ccccc1,1579,1774
COC(=O)CC1C(=O)NCCN1C(=O)Nc1ccc(Cl)c(Cl)c1 (centres undefined),1654,1896
Cc1cccc(CSc2nc3c(c(=O)[nH]2)CCCC3)c1,1684,1831
O=C1CSC(c2cccnc2)N1c1cccc(Cl)c1 (centres undefined),1805,1910
O=C(C1CCN(CC2CCCCC2)CC1)N1CCCC1,1581,1571
O=C(CCC(=O)c1ccc(F)cc1)Nc1cccc(C(F)(F)F)c1,1584,1966
COC(=O)C(CCCN1C(=O)c2ccccc2C1=O)(NC(C)=O)c1nnn(C)n1 (centres undefined),1608,1943
Cc1onc(-c2ccccc2)c1C(=O)c1c[nH]c(C(=O)NCc2ccncc2)c1,1471,1935
O=C(c1ccc(F)cc1)C1CCN(C(=S)NCC2CCCO2)CC1 (centres undefined),1624,1719
CC1CCCC(NC(=O)COC(=O)[C@@H](NC(=O)c2ccco2)C(C)C)C1C (some centres undefined),1468,1849
COc1ccc(N(C(C)C(=O)Nc2ccc(S(=O)(=O)N3CCOCC3)cc2)S(C)(=O)=O)cc1 (centres undefined),1502,1882
COc1ccccc1N1CCN(C(=O)c2ccccc2NC(=O)C2CCCCC2C(=O)O)CC1 (centres undefined),1314,1806
Cc1ccc(NC(=O)CN2C(=O)NC(C)(c3ccc(Cl)cc3)C2=O)cc1S(=O)(=O)N1CCOCC1 (centres undefined),1354,1788
OC(CNCC(c1ccc(Cl)cc1Cl)c1c[nH]c2ccccc12)c1ccccc1 (centres undefined),1613,1590
Cc1cccc(-n2ncc3c(N(CCO)CCO)ncnc32)c1,1787,2010
CCCCC1(CC(=O)OC)C(=O)N(c2ccccc2)N(c2ccccc2)C1=O,1583,1952
Cc1c(C(=O)C(=O)NCCC2=CCCCC2)c2ccccc2n1C,1704,1760
Cc1ccc(NC(=O)C2CCCN(S(=O)(=O)c3c(C)noc3C)C2)cc1 (centres undefined),1423,1828
CC(C)Oc1cccc(C(=O)Nc2ccc(Br)cc2F)c1,1560,1606
O=C(/C=C/c1ccc(S(=O)(=O)N2CCOCC2)cc1)N(CCO)Cc1ccccc1,1662,1959
O=C(O)c1ccc(CNC(=S)Nc2ccccc2)cc1,1682,2198
COc1ccc(C(=O)Nc2ccc([N+](=O)[O-])cn2)cc1OC,1496,1741
O=C(COC(=O)CCC(NC(=O)OCc1ccccc1)C(=O)OCC(=O)Nc1ccccc1)Nc1ccccc1 (centres undefined),1742,1578
# New compounds follow:
SMILES,SRC3 TRFRET art,SRC1 TRFRET art
O=C(Nc1cccc(N=Cc2cc(Cl)cc(Br)c2O)c1)c1ccco1,1609,1761
O=C(COC(=O)c1ccccn1)Nc1cccc2ccccc12,1555,1878
COc1ccc(C2CC(=O)C3=C(C2)NC(C)=C(C#N)C3c2ccc(N(C)C)cc2)cc1 (centres undefined),1621,2027
CCCCNc1c(N)n(CCCC)c(=O)[nH]c1=O,1504,1683
S=c1[nH]nc(-c2cccs2)n1Cc1ccccc1,1673,1801
CCN1C(=O)CS/C1=N\S(=O)(=O)c1ccc(Cl)cc1,1643,1966
O=C(CCS(=O)(=O)c1cc(Br)cc2c1N(C(=O)C1CC1)CC2)NCc1ccco1,1420,2046
COC(=O)CSCC(=O)Nc1nnc(-c2ccccc2C)s1,1702,1857
CCn1nc(C)c(CNC(=O)CC2C(=O)NCCN2CC(C)C)c1C (centres undefined),1620,2020
COc1cccc(NC(=O)C2CCCN(S(=O)(=O)c3ccc(-n4cnnn4)cc3)C2)c1 (centres undefined),1476,1791
CCCn1c(/C=N/Nc2nc3ccccc3[nH]2)nc2ccccc21,1412,1932
CC(=O)N/C(=C/c1ccc2c(c1)OCO2)C(=O)NCCO,1778,1838
CCOC(=O)CCCN1CC(O)=C(c2nc3ccccc3s2)C1=N,1751,2028
Cc1c(Cl)cc(-n2cnnn2)cc1[N+](=O)[O-],1491,1555
CC(=O)/C(N=Nc1ccc2c(c1)OCO2)=C(\C)O,1378,1781
Fc1ccccc1OCCSc1ncnc2nc[nH]c12,1375,1621
Cc1sc2ncn(CC(=O)N(CC(=O)NC3CCCC3)Cc3cccs3)c(=O)c2c1C,1572,1786
CC(=O)N(C)c1ccc(NC(=S)Nc2cccc3ccccc23)cc1,1667,2106
COc1ccc(-n2cc(CNC3CCN(C)CC3)c(-c3cccc(F)c3)n2)cc1,1735,1690
COC(=O)C(CC(C)C)NC(=O)c1cc(OC)c(OC)c(OC)c1 (centres undefined),1376,1830

# Brought forward from above: 3 compounds, followed by the next part.
SMILES,SRC3 TRFRET art,SRC1 TRFRET art
CC(=O)N(C)c1ccc(NC(=S)Nc2cccc3ccccc23)cc1,1667,2106
COc1ccc(-n2cc(CNC3CCN(C)CC3)c(-c3cccc(F)c3)n2)cc1,1735,1690
COC(=O)C(CC(C)C)NC(=O)c1cc(OC)c(OC)c(OC)c1 (centres undefined),1376,1830
CCOC(=O)N1CCN(C(=O)c2cc3sccc3n2C)CC1,1618,1630
O=C(/C=C/c1c(Cl)nc2ccccn12)N1CCN(c2ccccc2F)CC1,1721,2076
O=C(CN=C1NC(=O)C(c2ccccc2)(c2ccccc2)N1)NCc1ccc(F)cc1,1851,2057
Cc1ccc[n+](-c2[nH]c(=O)sc2/C=N/NC(=O)c2ccccc2[O-])c1,1711,1609
CCCCNC(=O)N1CCN(c2ccccc2OCC)CC1,1652,1631
COc1cccc(C(=O)Nc2ccc3c(c2)C(=O)c2ccccc2C3=O)c1,1653,1785
Cc1ccc(S(=O)(=O)C(c2ccccc2)c2c(C)noc2C)cc1 (centres undefined),1740,1992
O=C(N/N=C\c1ccc(Br)cc1)c1ccc(Cn2cccn2)o1,1542,1926
COc1cc(C(=O)N/N=C/c2ccccn2)cc(OC)c1OC,1412,1680
COc1ccccc1NC(=O)c1cc2ccccc2nc1C,1412,1868
CNS(=O)(=O)c1cccc(C(=O)OCc2cc(=O)n3cc(Br)ccc3n2)c1,1575,1925
O=C(O)c1ccccc1NS(=O)(=O)c1ccc2c3c(cccc13)C(=O)N2,1594,1876
CCOC(=O)C(C)Sc1nc(=O)n2ccccc2n1 (centres undefined),1663,1860
CS(=O)(=O)N1CCC(C(=O)N2CCN(c3ccccc3F)CC2)CC1,1678,1649
S=C(NC1CC1)N1CCN(c2ccc(Cl)cc2)CC1,1787,1819
O=C(COC(=O)CC1c2ccccc2CCN1S(=O)(=O)c1ccccc1)Nc1ccccc1 (centres undefined),1407,1655
CCOC(=O)c1cnc(-n2nc(C)cc2C)nc1NNc1cc(C)nc(-c2ccccc2)n1,1420,1808
O=C(COc1ccccc1Cl)Nc1cccnc1,1399,1847
CC1CCN(c2nc(N3CCCCC3)nc(N3CCCCC3)n2)CC1,1643,1765
C=CCN=C1NN=C(c2cc(C)n(CC=C)c2C)CS1,1679,1916
CCOC(=O)CC(NC(=O)c1cc2cc(Cl)cc(Cl)c2oc1=O)c1cccc([N+](=O)[O-])c1 (centres undefined),1414,1475
CCC(=O)Nc1ccc(C(=O)N/N=C/c2ccc([N+](=O)[O-])cc2)cc1,1554,2345*
CC(C)(CNC(=O)C1CCCN1C(=O)c1cccs1)N1CCOCC1 (centres undefined),1446,1665
O=C(NCCN1C(=O)S/C(=C\c2ccc(F)cc2)C1=O)C1CCN(S(=O)(=O)c2cccs2)CC1,1602,1830
O=c1c2cc(NC(=S)NC3CCN(Cc4ccccc4)CC3)ccc2nc2n1CCCCC2,1566,1761
CCCCN(c1ccccc1)S(=O)(=O)c1cccc(C(=O)O)c1,1589,1940
COc1ccc(C(C)=O)cc1CSc1nnc(-c2ccncc2)n1C,1668,1864
O=C(CCC(=O)Nc1ccccc1)NNC(=O)COc1ccccc1,1521,1502
O=C(CSc1nnnn1Cc1ccccc1)NCCc1ccccc1,1723,1886
COc1ccc([N+](=O)[O-])cc1NC(=O)/C=C/C(=O)O,1733,1795
CCn1cc(C(=O)N2CCN(c3ccccn3)CC2)c2cc(OC)c(OC)cc2c1=O,1331,1666
Cc1ccc(C(=O)N2CCc3ccccc32)cc1NC(=O)c1ccco1,1502,1425
CCc1ccc(OCC(=O)NC(NC(=S)Nc2ccc(Cl)cc2)C(Cl)(Cl)Cl)cc1 (centres undefined),1675,1830
O=S(=O)(Nc1ccc(N2CCOCC2)cc1)c1ccc(F)cc1,1350,1668
O=C(COC(=O)CCc1nc2ccccc2s1)NC(=O)NCc1ccco1,1430,1637
O=C(/C=C/c1ccccc1[N+](=O)[O-])OCC(=O)c1ccccc1,1683,1878
Cc1ccccc1Cn1ccc(NC(=O)c2onc(C)c2Cl)n1,1735,1716
Nc1nn(S(=O)(=O)c2ccccc2)cc1-c1cccc([N+](=O)[O-])c1,1747,1718
CCN(CC)S(=O)(=O)c1ccc(N2CCOCC2)c(NC(=O)c2cccc(C#N)c2)c1,1432,1972
CC(C)CC(=O)Nc1ccc(-c2nc3ccccc3c(=O)o2)cc1,1672,2176
CCc1cc[n+](/C(C(=S)Nc2cccc(C)c2)=C(/[O-])c2ccc(C)c([N+](=O)[O-])c2)cc1,1530,2131
COc1cccc(C(Nc2ccccn2)c2c(NC(=O)c3ccco3)sc(C)c2C)c1 (centres undefined),1483,1721
COc1cccc(-c2cc(C(=O)NCCCn3ccnc3)c3ccccc3n2)c1,1720,1818
Cc1cc(NS(=O)(=O)c2ccc(N3C(=O)C4C5C=CC(C5)C4C3=O)cc2)nc(C)n1 (centres undefined),1477,1580
Cc1ccc(C)c(N2CCN(C(=S)Nc3ccc4nc(N5CCN(C)CC5)cc(C)c4c3)CC2)c1,1493,2142
COc1cc(/C=N/Nc2nc(=O)[nH]nc2C)cc(OC)c1O,1686,1889

# Among those listed so far, 13 contain a nitro group on carbon:
SMILES,SRC3 TRFRET art,SRC1 TRFRET art
COc1ccc(OCC(O)CN(C)C(=O)/C=C/c2cccc([N+](=O)[O-])c2)cc1 (centres undefined),1402,1716
CCOC(=O)CCCCCN(Cc1ccccc1)S(=O)(=O)c1ccc([N+](=O)[O-])cc1,1615,1663
Cc1ccc(C(=O)C[n+]2cc(Br)cc(Br)c2)cc1[N+](=O)[O-],1779,1593
O=C(CNC(c1ccccc1)c1ccccc1)Nc1cc([N+](=O)[O-])ccc1Cl,1407,1744
O=[N+]([O-])c1ccccc1NCCOc1ccccc1,1579,1774
COc1ccc(C(=O)Nc2ccc([N+](=O)[O-])cn2)cc1OC,1496,1741
Cc1c(Cl)cc(-n2cnnn2)cc1[N+](=O)[O-],1491,1555
CCOC(=O)CC(NC(=O)c1cc2cc(Cl)cc(Cl)c2oc1=O)c1cccc([N+](=O)[O-])c1 (centres undefined),1414,1475
CCC(=O)Nc1ccc(C(=O)N/N=C/c2ccc([N+](=O)[O-])cc2)cc1,1554,2345*
COc1ccc([N+](=O)[O-])cc1NC(=O)/C=C/C(=O)O,1733,1795
O=C(/C=C/c1ccccc1[N+](=O)[O-])OCC(=O)c1ccccc1,1683,1878
Nc1nn(S(=O)(=O)c2ccccc2)cc1-c1cccc([N+](=O)[O-])c1,1747,1718
CCc1cc[n+](/C(C(=S)Nc2cccc(C)c2)=C(/[O-])c2ccc(C)c([N+](=O)[O-])c2)cc1,1530,2131
